Screens deposited in PubChem BioAssay by several laboratories.
AID2073 – inhibitors of Mint1-CaV2.2 protein interaction, biochemical, HTRF (AID 2073); HTRF protein-protein interaction, Mint1-CaV2.2; higher % means a stronger effect; inhibition, % at 20 µM; hits with a dose series show IC50 in µM; 0.19% of 290,000 active; in the data active means inhibition mostly above about 51%, no sharp cut-off; inconclusive means no clear call, values can overlap the other calls; inactive means mostly below about 53%; further: some results filed as inactive read as strong as hits
LYP phosphatase – inhibitors of LYP phosphatase, biochemical, fluorescence intensity, uHTS (AID 1779) | recombinant LYP phosphatase, fluorescence intensity; higher % means a stronger effect | inhibition, % at 11.5 µM; hits with a dose series show IC50 in µM | 0.054% of 290,000 active; in the data active means inhibition above about 50%;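 further: plate controls were vehicle with enzyme for no effect and no enzyme for full effect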
WT yeast gro inh – growth inhibition of WT yeast, mitochondrial fusion screen | mitochondrial fusion phenotypic screen, WT strain | 2.1% of 190,000 active | AID 1362 | inhibition, % at 10 µM; in the data active means inhibition above about 58%; tested in S. cerevisiae
Dengue-2 NS5 capping – Dengue-2 NS5 methyltransferase inhibitors, primary screen, biochemical, confirmation dose response (AID 588689); Dengue-2 NS5 methyltransferase capping enzyme assay, biochemical; higher % means a stronger effect; inhibition, % at 25 µM; hits with a dose series show IC50 in µM; 0.3% of 340,000 active; in the data active means a potency from the dose series; inconclusive means inhibition above about 29% without an active follow-up result
Autophagy mod – alters autophagy in cells | MEF GFP-LC3 puncta imaging; test concentration mostly 10 µM | calls only at 10 µM (by protocol) | 0.98% of 190,000 active;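 active means percentage of spot-positive cells more than 3 SD above its plate mean, without a fluorescence outlier flag or 80% toxicity; inconclusive means no clear call, values can overlap the other calls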;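 further: spot-positive cell cutoff set from DMSO-treated cells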
GPR35 arrestin U2OS – GPR35 antagonists blocking zaprinast-driven arrestin recruitment, primary screen, imaging, U2OS, beta-arrestin-GFP, zaprinast agonist (AID 2058). one-dose inhibition, % at 10 µM; IC50 in µM for titrated hits. U2OS GPR35 beta-arrestin-GFP translocation imaging, zaprinast antagonism; higher % means a stronger effect. 0.052% of 290,000 active;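 active means inhibition of at least 50% with at least 30 cells and total cytoplasm GFP at most 10,000,000; inconclusive means under 30 cells or total GFP of 10,000,000 plus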
UTI89 phage lysis – protection from phage-mediated lysis, alamar blue read-out – E. coli UTI89, K1F phage, bacterial capsule biogenesis inhibitors (AID 488966) | E. coli UTI89 K1F phage lysis, alamar blue, 2 h; higher % means a stronger effect | inhibition, % at 100 µM; hits with a dose series show IC50 in µM | 0.02% of 340,000 active;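 active means phage lysis inhibition, versus mean bacterial control, above a set limit; inconclusive means no clear call, values can overlap the other calls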;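 further: capsule biogenesis inhibitors block K1F phage lysis so surviving cells raise fluorescence; higher fluorescence means more inhibition of phage lysis; actives were called in the ten point dose series up to 300 µM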
RSV CPE inhibition – inhibition of RSV-induced cytopathic effect – HEp-2 cells, primary 10 µM value included (AID 2391) | HEp-2 cells, RSV-induced CPE inhibition; higher % means a stronger effect | one-dose CPE inhibition, % at 10 µM; IC50 in µM for titrated hits | 0.13% of 310,000 active; in the data active means a potency from the dose series; inconclusive means CPE inhibition mostly from about 23% at the one dose, without a potency; inactive means the rest, 99 in 100 with CPE inhibition below about 21%; further: strong numbers were not always called active
NTR1 agonist – agonists of NTR1, primary screen, imaging, U2OS cells, beta-arrestin-GFP, high content (AID 493036); activation, % at 20 µM; NTR1-U2OS beta-arrestin-GFP spot imaging, agonist mode; P30989; 0.17% of 330,000 active;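 active means activation at or above 40% of the spot to cytoplasm intensity ratio, with at least 20 cells analyzed; inconclusive means wells under 20 cells, flagged as cytotoxic or low count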;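 further: 0% = DMSO without peptide and 100% = 100 nM NTR1 peptide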
Target sequence (P30989 whole entry, looked up): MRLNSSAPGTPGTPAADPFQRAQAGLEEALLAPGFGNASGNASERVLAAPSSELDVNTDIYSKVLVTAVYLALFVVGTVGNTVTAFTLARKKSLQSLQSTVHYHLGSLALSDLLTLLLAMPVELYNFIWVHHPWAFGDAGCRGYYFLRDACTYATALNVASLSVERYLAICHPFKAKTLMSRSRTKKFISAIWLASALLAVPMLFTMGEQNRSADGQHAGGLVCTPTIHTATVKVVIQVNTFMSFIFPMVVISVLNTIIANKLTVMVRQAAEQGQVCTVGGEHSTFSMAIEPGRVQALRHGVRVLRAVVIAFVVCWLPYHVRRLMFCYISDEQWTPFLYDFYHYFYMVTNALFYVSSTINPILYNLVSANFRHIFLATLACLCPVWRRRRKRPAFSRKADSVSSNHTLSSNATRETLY
WT yeast gro inh mutant strain – also measured in WT yeast gro inh; calls as there; inhibition, %; mitochondrial fusion phenotypic screen, mutant strain inhibition
Autophagy mod cell loss 18 h – also measured in Autophagy mod; calls as there; toxicity, %; measured here: cell loss, nuclei count;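 cell loss after 18 h compound exposure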
NTR1 agonist cell count 20 µM – recorded beside NTR1 agonist, whose call it bears; cell count; measured here: cell count, cytotoxicity flag
Dengue-2 NS5 capping pilot replicate – second read-out of Dengue-2 NS5 capping, no call of its own (marks repeat the call); inhibition, %; measured here: pilot screen replicate inhibition
Starred values were filed as active, the others as inactive; i = inactive; ? = inconclusive; . = not tested or not shown; [ ] = remark or other dose. Compounds as they come. About 2.6% of those tested had a hit in this group.

SMILES | AID2073 | LYP phosphatase | WT yeast gro inh | WT yeast gro inh mutant strain | Dengue-2 NS5 capping | Autophagy mod | Autophagy mod cell loss 18 h | GPR35 arrestin U2OS | UTI89 phage lysis | RSV CPE inhibition | NTR1 agonist | NTR1 agonist cell count 20 µM | others
COc1cnc(-c2ccccn2)nc1Oc1cccc(Cl)c1 | 2.5% | -2.2% | 14.1 | 5.7 | -8.2% | i | 0.7 | -8.9% | 0.0% | 1.2% | 0.9 | 83
S=C(NCc1ccccc1)Nc1ccc2ccccc2c1 | 8.4% | -11.0% | . | . | -2.0% | . | . | 2.0% | 0.1% | 15.4% | 0.7 | 74
CCn1c(=O)c2cc(C(=O)Nc3cccc(C(C)=O)c3)sc2c2ccccc21 | ? | -11.6% | . | . | 4.1% | . | . | -17.9% | 0.2% | 1.5% | 5.8 | 54
CCOC(=O)C(C(=O)c1ccccc1)C1CC(C)NC(=S)N1 (centres undefined) | -17.5% | -0.3% | -3.9 | -7.7 | -4.4% | i | 3.6 | -4.9% | 14.4% | -0.1% | -1.2 | 55
Fc1cccc(CSc2nc3ccncc3[nH]2)c1 | 6.5% | -0.1% | 23.4 | 10.1 | -0.7% | i | 12.5 | -9.9% | 2.3% | 2.5% | -1.3 | 69
CC(C)OP(=O)(OC(C)C)C(Nc1ccc(C(=O)O)cc1)c1ccccc1 (centres undefined) | 14.7% | -4.1% | . | . | 2.3% | . | . | -3.7% | 0.2% | -1.9% | -0.2 | 57
c1csc(-c2nnc(Cc3cccc4ccccc34)o2)c1 | 8.3% | 3.2% | 8.9 | 4.0 | -5.5% | i | -6.0 | 2.7% | 0.6% | ? | -5.3 | 87 | Dengue-2 NS5 capping pilot replicate=-4.1
Clc1cncc(Cl)c1NNc1c2ccccc2nc2ccccc12 | 2.3% | -6.2% | 82.6* | 21.5* | -5.1% | i | -1.0 | -9.4% | 3.0%[50 µM] | 2.2% | . | .
COc1ccc(CCn2c(NCc3ccco3)nc3c2c(=O)[nH]c(=O)n3C)cc1 | -3.8% | -5.9% | 0.6 | -26.4 | 4.0% | i | 13.7 | 2.0% | -0.3% | 0.6% | 0.8 | 82
Cc1noc2ncnc(Sc3ccc(Br)cc3)c12 | 15.5% | -1.9% | 57.7 | 62.6 | -14.0% | i | 0.0 | -13.6% | -0.1% | 1.1% | 6.4 | 49
Cc1ccnc(NS(=O)(=O)c2ccc(NC(=O)C3CCCCC3)cc2)n1 | -2.1% | 0.9% | -2.5 | -7.0 | 0.0% | i | 5.4 | 11.8% | 3.8% | -2.1% | 0.7 | 49
CC(=O)N/N=C(/C)c1ccc(NC(=O)c2csc(C)c2C)cc1 | 10.0% | -2.8% | . | . | 1.3% | . | . | -4.7% | 0.2% | 0.8% | -0.7 | 61
CCOc1ccc(-n2c(SCC(=O)Nc3cc(C(=O)O)ccc3Cl)nc3ccccc3c2=O)cc1 | -2.8% | -0.9% | . | . | -5.5% | . | . | 12.4% | 0.1% | 5.2% | 4.1 | 56
Cn1c(=S)[nH]c2[nH]c(=O)cnc2c1=O | 8.2% | -2.2% | -3.6 | -1.1 | -9.9% | i | 8.9 | -11.1% | 1.2%[50 µM] | 1.4% | 2.9 | 82
COc1ccc(C(C)C)cc1S(=O)(=O)Nc1ccccn1 | -0.6% | -7.2% | 7.6 | -6.1 | 2.1% | i | -9.7 | 2.1% | 2.7% | -0.4% | 0.4 | 53
O=C(CCN1CCN(CCO)CC1)Nc1ccccc1 | 11.4% | -2.8% | . | . | 3.1% | . | . | -4.0% | -0.1% | -0.2% | -0.9 | 73
CCOC(=O)C1CCN(C(=O)CSC2=NCCS2)CC1 | 18.8% | 1.0% | 8.3 | 23.6 | -11.0% | i | -9.7 | -0.3% | 0.1% | 1.1% | 1.1 | 95
CN(C(=O)c1cccs1)c1ccccc1C(=O)O | -5.1% | 0.3% | 10.1 | 18.9 | 6.4% | i | -31.0 | -2.0% | 0.7% | 0.6% | -0.3 | 75
O=c1nc(-c2ccccc2)n(-c2ccccc2)[nH]1 | 27.0% | -9.0% | -19.6 | -14.1 | 1.1% | i | 14.7 | 3.5% | 2.9% | 1.6% | 2.3 | 57
N#Cc1ccc(N2CCN(C(=O)c3cccc(F)c3)CC2)c(F)c1 | 15.4% | -5.7% | 0.3 | -8.3 | -5.6% | i | 4.8 | -7.5% | 1.3% | 2.2% | -1.5 | 59
CC(C)n1c(=S)[nH]c2ccccc21 | -24.9% | 0.2% | 1.6 | -4.0 | -9.6% | i | -6.0 | 5.3% | -0.7% | 5.7% | 0.1 | 56
CCOc1ccc(OCc2ccc(C(=O)NCC3CCCO3)o2)cc1 (centres undefined) | 2.6% | -1.2% | -25.1 | -44.3 | 1.4% | i | 2.2 | 15.3% | 1.2% | 0.6% | -0.3 | 46
O=C(O)Cc1c(O)ccc2ccccc12 | 6.1% | 0.4% | 15.2 | -3.1 | -4.8% | i | 5.9 | 9.7% | 3.9% | 1.3% | -5.9 | 66
COc1ccc(OS(=O)(=O)c2ccc(N3C(=O)CCC3=O)cc2)cc1 | -7.4% | 1.5% | . | . | -6.7% | . | . | 10.7% | 0.2% | 0.3% | 0.7 | 54
Cc1cccc(-n2cc(-c3ccccc3)c3c(=O)[nH]cnc32)c1 | -3.9% | -3.2% | 8.1 | 1.6 | -7.8% | i | -1.6 | -10.8% | -1.6%[50 µM] | 7.0% | 23.6 | 66
COc1ccc(S(=O)(=O)NNC(=O)c2csc(-n3nc(C)cc3C(F)(F)F)n2)cc1 | -1.3% | -10.0% | -16.3 | -8.2 | -11.2% | i | 7.7 | -4.5% | 4.6% | 1.8% | -1.4 | 56
COc1ccc(NC(=O)CN2CCCC2)cc1 | 1.5% | -9.6% | . | . | -7.2% | . | . | 2.0% | -0.2% | 1.1% | -0.3 | 54
O=C(N/N=C\c1ccc(-c2ccccc2[N+](=O)[O-])o1)C1COc2ccccc2O1 (centres undefined) | -4.2% | -2.0% | 26.2 | 13.6 | -4.4% | i | 10.4 | -9.3% | 4.8% | 2.0% | -0.7 | 57
COCCNC(=O)C(c1cccs1)N(C(=O)Cn1nnc2ccccc21)c1ccccc1 (centres undefined) | 3.6% | -7.0% | 18.0 | 26.6 | -4.0% | i | 2.2 | 3.4% | -0.6% | 1.9% | -3.2 | 94
COc1cc(O)c(CCO)c2c1C(=O)C[C@@H](C)O2 | 9.2% | 0.3% | 5.1 | 2.5 | -4.3% | i | -10.3 | -9.6% | 6.0% | 3.7% | 2.9 | 78
COc1ccc(-c2nnc3ccc(SCC(=O)NCc4ccco4)nn23)cc1OC | -9.5% | 0.6% | 4.6 | 16.8 | -3.2% | i | 2.0 | -1.6% | -2.2% | 1.2% | -0.9 | 64
COc1cc(C(=S)N2CCOCC2)ccc1OC(=O)Cc1ccc(F)cc1 | -5.3% | 3.7% | -0.1 | -7.1 | -1.3% | i | 4.4 | 4.0% | -0.2% | 1.3% | 3.3 | 46
O=C(N/N=C\c1ccc(COc2ccc([N+](=O)[O-])cc2)o1)c1cccc(Cl)c1 | -2.6% | 2.3% | 4.5 | -11.8 | -9.6% | i | 3.0 | 4.8% | 1.3% | 4.7% | -1.9 | 84
Cc1[nH]c(C)c(S(=O)(=O)N2CCN(c3ccc(Cl)cc3)CC2)c1C(=O)N1CCCC1 | 13.2% | -8.2% | . | . | -4.6% | . | . | -5.7% | 0.0% | 1.6% | -0.4 | 76
CCS(=O)(=O)N1CCC(C(=O)NCC2CCCO2)CC1 (centres undefined) | -1.7% | -12.4% | 3.6 | -3.0 | 2.1% | i | -6.5 | 9.3% | 0.2% | -0.5% | -1.1 | 48
CCn1c(SCCN2CCOCC2)nc2c1c(=O)n(C)c(=O)n2C | 0.5% | -10.4% | . | . | -1.2% | . | . | -3.2% | 0.3% | 0.3% | -1.0 | 72
CCn1c(SCc2ccccc2Cl)nc2ccccc21 | 3.5% | 0.8% | 13.4 | 6.4 | -2.8% | i | 1.9 | -1.0% | 0.3% | 13.5% | 5.9 | 50
COc1ccccc1N1CCN(C(=O)CN(c2cc(C)cc(C)c2)S(C)(=O)=O)CC1 | -2.6% | -6.3% | 1.8 | 0.6 | -2.8% | i | 11.6 | 9.7% | -0.3%[50 µM] | 0.5% | -1.0 | 39
Cc1ccc(/C=N/NC(=O)c2nnn(-c3nonc3N)c2CSc2ccc(Cl)cc2)cc1 | 2.5% | -4.4% | 93.5 | 97.2 | -16.3% | i | 17.7 | -7.6% | -0.5% | 0.0% | 6.3 | 39
COc1ccc(/C=C2\Oc3cc(OCC(=O)N4CCC[C@H]4C(=O)O)ccc3C2=O)c(OC)c1OC | 15.2% | -1.5% | . | . | -6.5% | . | . | 14.9% | 7.8% | 0.2% | 1.8 | 97

A draw from above in order of molecular weight, low to high:
SMILES | AID2073 | LYP phosphatase | WT yeast gro inh | WT yeast gro inh mutant strain | Dengue-2 NS5 capping | Autophagy mod | Autophagy mod cell loss 18 h | GPR35 arrestin U2OS | UTI89 phage lysis | RSV CPE inhibition | NTR1 agonist | NTR1 agonist cell count 20 µM | others
CC(C)n1c(=S)[nH]c2ccccc21 | -24.9% | 0.2% | 1.6 | -4.0 | -9.6% | i | -6.0 | 5.3% | -0.7% | 5.7% | 0.1 | 56
CCS(=O)(=O)N1CCC(C(=O)NCC2CCCO2)CC1 (centres undefined) | -1.7% | -12.4% | 3.6 | -3.0 | 2.1% | i | -6.5 | 9.3% | 0.2% | -0.5% | -1.1 | 48
COc1ccc(S(=O)(=O)NNC(=O)c2csc(-n3nc(C)cc3C(F)(F)F)n2)cc1 | -1.3% | -10.0% | -16.3 | -8.2 | -11.2% | i | 7.7 | -4.5% | 4.6% | 1.8% | -1.4 | 56

Later entries
SMILES | AID2073 | LYP phosphatase | WT yeast gro inh | WT yeast gro inh mutant strain | Dengue-2 NS5 capping | Autophagy mod | Autophagy mod cell loss 18 h | GPR35 arrestin U2OS | UTI89 phage lysis | RSV CPE inhibition | NTR1 agonist | NTR1 agonist cell count 20 µM | others
O=C(COC(=O)c1cc(=O)c2ccccc2o1)Nc1ccc2ccccc2c1 | 7.6% | -5.8% | 13.4 | 4.7 | -5.2% | i | 0.5 | -7.8% | 1.5% | -0.1% | -1.2 | 59
COc1ccc(OC)c(S(=O)(=O)N2CCC(C(=O)N(C)Cc3ccccc3)CC2)c1 | 0.7% | -9.3% | . | . | 0.0% | . | . | 4.5% | 0.1% | 0.2% | 0.0 | 55
COc1cccc(CN(C)C(=O)CC2C(=O)NCCN2C2Cc3ccccc3C2)c1 (centres undefined) | -2.0% | -6.0% | . | . | -0.7% | . | . | 0.7% | 0.2% | 0.5% | 1.1 | 71
COc1ccc(CCC(=O)Nc2nc3ccccc3[nH]2)cc1OC | -2.1% | -3.1% | -3.5 | 17.1 | 0.0% | i | -3.2 | -18.0% | 0.4% | 3.8% | -1.6 | 35
